PI4K2A block: inhibitors of human PI4K2A; purified PI4K2A, ADP-Glo luminescence, 1 h; stronger effect = lower value; hit rate 0.13% among 420,000; activity change, negative = inhibition, % at 76.9 µM; in the data active means activity change below about -50%; inconclusive means mostly about -30% to -49%;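 further: -100% = wells without enzyme as full effect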
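Compounds are screened against recombinant PI4K2A using PI as substrate and ATP, the latter dispensed at 300 microM. Reactions run one hour at ambient temperature before ADP-Glo detection; full inhibition defined by wells lacking enzyme.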
ERG-DNA inh: ERG Ets/DNA interaction inhibition; P11308; fluorescence polarization, His-ERG Ets domain / labelled DNA; Potency, µM (top dose mostly 76.9 µM), for the others: top-dose FP activity, negative = inhibition, usual class: inhibitors; hit rate 0.028% among 370,000; AID 624246; active means well fitted inhibition curve with a large enough effect in the polarisation, with a control signal flat; inconclusive means small, poorly fitted or top-dose-only effect, or effect the other way, or a change in a side signal; inactive means no such curve, though single readings can be large or run the other way; the % refers to the polarisation;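 further: polarization taken with two DNA probes labelled with fluorescein and Texas red; potency means the concentration at half of the fitted maximal effect; % of control where 0% means no effect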
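His-tagged ERG Ets domain (1 uM in the protein solution; 300mM KCl, 50mM Tris-HCl, 1mM EDTA, 1mM DTT, pH 7.5) received compound, then a probe mix of 5 nM fluorescein-DNA and 100nM Texas-615-DNA. Fluorescence polarization was read for both dyes.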
HP1b chromo inh: inhibitors of HP1-beta chromodomain binding to methylated histone tails; AlphaScreen HP1-beta / biotin-H3K9me3 peptide binding; Potency, µM (series often up to 114 µM), inactives show top-dose activity change, negative = inhibition, most hits filed as inhibitors; hit rate 0.56% among 390,000; AID 540317; further: potency means the concentration at half of the fitted maximal effect; nearly all actives have a fitted effect of over 70% in size; inactives centre near 23
Target sequence (P83916 whole entry, looked up): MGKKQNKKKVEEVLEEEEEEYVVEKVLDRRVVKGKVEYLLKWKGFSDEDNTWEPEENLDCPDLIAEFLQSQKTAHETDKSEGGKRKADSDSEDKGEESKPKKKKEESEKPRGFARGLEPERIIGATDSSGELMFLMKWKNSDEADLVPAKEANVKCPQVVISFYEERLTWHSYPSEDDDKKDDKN
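Compound inhibition of the preformed complex between 50 nM HP1-beta and 50 nM biotinylated H3K9me3 peptide was read by AlphaScreen. Buffer was PBS pH 7.4 with 0.01% Tween-20. Incubations ran 30 min at room temperature, with 10 ug/mL donor/acceptor beads.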
Tb PGK inh: T. brucei PGK inhibition; PGK/GAPDH coupled, Kinase-Glo luminescence, 60 min; Potency, µM (doses to about 57.5 µM), for inactives: top-dose activity change, negative = inhibition, most hits filed as inhibitors; hit rate 0.043% among 380,000; AID 602233; further: potency means the concentration at half of the fitted maximal effect; on the % scale 0 is the no-effect control and ±100 the full control effect; nearly all actives have a fitted effect of over 60% in size
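Recombinant glycosomal PGK reaction used 1,3-bisphosphoglycerate generated in-well by GAPDH (100nM final) in 100mM TEA pH 7.6, 5mM MgCl2, 0.01% Tween-20. After 60 minutes at room temperature, ATP was read by Kinase-Glo Plus luminescence end-point.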
Pin1 inh: human Pin1 inhibition; Potency, µM (highest dose often 115 µM), without a hit: at the top dose activity, negative = inhibition, hits mostly inhibitors; Pin1 FP peptide displacement, HiFluor488, 10 min; hit rate 0.009% among 390,000; Q13526; active means well fitted inhibition curve with a large enough effect in the polarisation, with a control signal flat, not every such curve was filed as active; inconclusive means small, poorly fitted or top-dose-only effect, or effect the other way, or a change in a side signal; inactive means no such curve, though single readings can be large or run the other way; the % refers to the polarisation; further: potency means the concentration at half of the fitted maximal effect; on the % scale 0 is the no-effect control and ±100 the full control effect
Target sequence (Q13526 whole entry, looked up): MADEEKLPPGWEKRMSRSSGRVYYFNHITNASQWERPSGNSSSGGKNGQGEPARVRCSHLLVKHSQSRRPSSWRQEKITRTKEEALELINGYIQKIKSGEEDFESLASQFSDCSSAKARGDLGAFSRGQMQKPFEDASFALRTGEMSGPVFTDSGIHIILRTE
JMJD2A Tudor inh: inhibitors of human JMJD2A Tudor domain | O75164 | AlphaScreen JMJD2A-Tudor / H3K4me3 peptide binding | Potency, µM (doses to about 114 µM), for the others: at the highest dose activity change, negative = inhibition, usual class: inhibitors | hit rate 4.4% among 390,000 | AID 504339; further: potency means the concentration at half of the fitted maximal effect; on the % scale 0 is the no-effect control and ±100 the full control effect; nearly all actives have a fitted effect of over 50% in size
GLS inhibitor: glutaminase GLS (human) inhibition | GLS enzymatic activity, qHTS titration | O94925 | hit rate 0.21% among 410,000 | Potency, µM (doses to about 45.5 µM), for inactives: at the top dose activity change, negative = inhibition, usual class: inhibitors; further: potency means the concentration at half of the fitted maximal effect; on the % scale 0 is the no-effect control and ±100 the full control effect
Target sequence (O94925 whole entry, looked up): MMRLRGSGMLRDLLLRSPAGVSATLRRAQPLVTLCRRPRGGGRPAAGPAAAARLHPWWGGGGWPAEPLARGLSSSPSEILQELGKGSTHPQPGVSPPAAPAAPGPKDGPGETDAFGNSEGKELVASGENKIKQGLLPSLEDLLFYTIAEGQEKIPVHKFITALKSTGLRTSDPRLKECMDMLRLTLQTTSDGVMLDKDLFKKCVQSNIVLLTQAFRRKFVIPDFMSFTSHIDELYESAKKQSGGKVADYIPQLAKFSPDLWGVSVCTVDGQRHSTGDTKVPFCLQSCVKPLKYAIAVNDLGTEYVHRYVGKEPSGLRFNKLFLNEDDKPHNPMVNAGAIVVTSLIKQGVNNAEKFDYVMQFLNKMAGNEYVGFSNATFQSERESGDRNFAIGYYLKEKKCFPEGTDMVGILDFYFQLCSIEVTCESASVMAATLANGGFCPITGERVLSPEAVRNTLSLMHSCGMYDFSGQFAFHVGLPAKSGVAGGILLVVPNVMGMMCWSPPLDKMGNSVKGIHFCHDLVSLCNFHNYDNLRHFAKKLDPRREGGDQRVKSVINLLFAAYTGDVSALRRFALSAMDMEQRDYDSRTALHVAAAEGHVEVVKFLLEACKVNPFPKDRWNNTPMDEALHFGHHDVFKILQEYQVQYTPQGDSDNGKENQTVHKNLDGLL
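Human kidney-isoform GLS in 45 mM KH2PO4 pH 8.2, 0.02% Tween-20, with compound, started with 1mM L-Glutamine (added stock). Glutamate oxidase/HRP/Amplex red coupled fluorescence read at start and after 30 min at RT.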
BAZ2B inh: inhibitors of human BAZ2B bromodomain. AID 504333. Potency, µM (series often up to 114 µM), without a hit: at the highest dose activity change, negative = inhibition, actives largely listed as inhibitors. AlphaScreen BAZ2B-H3K14Ac peptide displacement. Q9UIF8. hit rate 4.4% among 360,000; further: potency means the concentration at half of the fitted maximal effect; on the % scale 0 is the no-effect control and ±100 the full control effect; nearly all actives have a fitted effect of over 60% in size
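Complex of BAZ2B and biotin-H3K14Ac (50 nM apiece) forms over 30 min at RT, then faces library compounds up to 110 uM for another 30 min; AlphaScreen beads added, 20 min dark incubation, luminescence read.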
G9a inh: G9a (human) methyltransferase inhibition; Q96KQ7; G9a H3K9 monomethylation, AlphaScreen, 2 h; Potency, µM (titrated, usually from 102 µM), for inactives: top-dose activity, negative = inhibition, actives largely listed as inhibitors; hit rate 8.8% among 350,000; AID 504332; further: potency means the concentration at half of the fitted maximal effect; on the % scale 0 is the no-effect control and ±100 the full control effect; nearly all actives have a fitted effect of over 75% in size
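G9a (20 nM) preincubated 15 min RT with compounds, then 500 nM biotinylated H3K9 peptide and 20 uM SAM added; 2 h RT reaction. Monomethyl-H3K9 product detected by AlphaScreen with anti-H3K9me1 antibody, streptavidin donor and anti-rabbit IgG acceptor beads.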
* hit, by the source's call; i = inactive; ? = inconclusive; · = not tested or not shown; & = joins results of further samples; [ ] = remark or other dose. Unless noted, the call rests on the fitted dose curve; in most records, active means well fitted curve in the direction sought with a large enough effect; inconclusive means small, poorly fitted or top-dose-only effect, or another doubt; inactive means no such curve, though single readings can be large; an effect the other way counts as inactive or inconclusive. Not a hit list. Share with any hit: about 11%.

SMILES	PI4K2A block	ERG-DNA inh	HP1b chromo inh	Tb PGK inh	Pin1 inh	JMJD2A Tudor inh	GLS inhibitor	BAZ2B inh	G9a inh
O=S(=O)(O)c1cccc(N=Nc2c(O)ccc3ccccc23)c1	-12.3	28.1%	?	-13.2%	?	?	20.7%	11.2µM*	·
c1cc2c3c(cccc3c1)-c1cnccc1-2	-0.6	-0.7%	73.1%[activator]	10.0%	?	41.3%[activator]	-2.3%	·	·
CNC(=O)CSc1nc2nc(C)cc(C)n2n1	9.8	6.9%	40.5%[activator]	-0.1%	1.2%	-1.0%	7.5%	-30.2%	19.0%
O=S(=O)(c1cccc2nsnc12)N1CCc2ccccc2C1	-1.7	-2.6%	2.5%	-8.1%	0.9%	-24.8%	0.6%	3.9%	-7.1%
COc1cc(OC)c(NS(=O)(=O)c2cc(-c3cnc(C4CC4)o3)ccc2C)cc1Cl	-2.7	0.2%	7.4%	-4.8%	12.3%	-23.8%	6.1%	-33.0%	-6.6%[12.7 µM]
CCN(C(=O)Cn1c(C(=O)OC)cc2sc(Cl)cc21)c1cccc(C)c1	1.1	2.5%	6.6%	-5.8%	-14.5%	-8.0%	-2.9%	1.0%	7.4%[59 µM]
O=C(O)C1C2C=CC3(CN(Cc4ccccn4)C(=O)C13)O2 (stereo unspecified)	1.3	-1.7%	9.4%	0.7%	1.4%	-12.1%	5.7%	-2.3%	0.0%[12.7 µM]
S=C(NCc1ccncc1)Nc1ccc(Cl)cc1Cl	-3.9	1.4%	60.6%[activator]	-1.7%	7.1%	-1.4%	2.5%	-36.9%	-27.6%
O=C(NN1C(=O)C2C3CCC(O3)C2C1=O)c1ccc(Br)o1 (stereo unspecified)	-8.4	-12.6%	15.5%	23.4%	1.3%	0.7%	12.7%	-1.6%	-5.5%
COCCCNC(=O)c1ccc(Cn2c(=O)c3ccccc3n(CC(=O)Nc3c(C)cccc3C)c2=O)cc1	-12.2	11.3%	31.3%	-9.5%	15.6%	-5.1%	-5.1%	-1.6%	-0.5%[59 µM]
O=C(COC(=O)c1cc(Cl)ccc1O)NNC(=O)c1ccccc1F	3.0	5.1%	36.8%	-0.2%	-1.7%	-9.0%	13.0%	·	·
O=C(Nc1ccc(Cl)cc1)c1cc2nc(-c3ccco3)cc(C(F)(F)F)n2n1	5.3	-5.6%	36.0%	2.7%	?	-7.9%	7.5%	-10.8%	-35.0%[12.7 µM]
CC1CCN(S(=O)(=O)c2ccc(N3CCCCS3(=O)=O)cc2)CC1	-0.7	0.2%	5.9%	1.3%	0.6%	-12.9%	-15.2%	-3.5%	?
O=C(c1sc2ccccc2c1Cl)N1CCN(c2ncccn2)CC1	-1.8	7.9%	72.2%[activator]	-5.1%	1.5%	-15.8%	-4.1%	3.1%	4.3%[59 µM]
CC(=O)N1CCN(S(=O)(=O)c2cccc(C(=O)N(Cc3ccccc3)c3cccc(C)c3)c2)CC1	5.0	-12.0%	21.7%	-5.2%	-0.7%	-9.7%	2.3%	-22.3%	-24.2%

Next section, starting with the last 2 of the part before.
SMILES	PI4K2A block	ERG-DNA inh	HP1b chromo inh	Tb PGK inh	Pin1 inh	JMJD2A Tudor inh	GLS inhibitor	BAZ2B inh	G9a inh
O=C(c1sc2ccccc2c1Cl)N1CCN(c2ncccn2)CC1	-1.8	7.9%	72.2%[activator]	-5.1%	1.5%	-15.8%	-4.1%	3.1%	4.3%[59 µM]
CC(=O)N1CCN(S(=O)(=O)c2cccc(C(=O)N(Cc3ccccc3)c3cccc(C)c3)c2)CC1	5.0	-12.0%	21.7%	-5.2%	-0.7%	-9.7%	2.3%	-22.3%	-24.2%
CCOC(=O)c1c(C)[nH]c(C(=O)OCCOc2ccc(Cl)cc2)c1C	9.5	-6.5%	25.7%	-1.0%	3.6%	-17.1%	-9.3%	-25.9%	-7.7%[59 µM]
CCOC(=O)c1cccc(NC(=O)CCn2c(=O)oc3ccccc32)c1	3.4&3.1	-0.5%&1.0%	-12.6%&43.0%	-0.7%&-3.1%	2.9%&-3.4%	-9.6%&9.2%	5.0%&1.2%	2.5%&4.8%	17.3%
Cc1cc(C)c(NC(=O)CSc2nnc(-c3ccncc3)n2Cc2ccco2)c(Cl)c1	-6.3	-1.0%	17.5%	-4.9%	17.8%	-18.5%	2.4%	11.1%	50.1µM*
O=C(O)CCSCC(=O)Nc1c(C(=O)C2CC2)oc2ccccc12	9.4	11.0%	31.7%	-2.3%	1.7%	11.7%	13.4%	-30.7%	0.6%[12.7 µM]
CC(C)CCNC(=O)C(c1ccco1)N(Cc1cccs1)C(=O)Cn1nnc2ccccc21 (stereo unspecified)	3.9	-1.8%	23.8%	-0.2%	-9.9%	-8.8%	2.8%	-5.7%	-2.0%[59 µM]
Cn1ccc2c(OCC(=O)NCc3ccc(F)cc3)cccc2c1=O	-2.0	-1.3%	28.3%	0.2%	-1.6%	2.9%	5.8%	3.9%	1.7%[59 µM]
O=C1NC(=S)S/C1=C\c1ccc(SCc2ccccc2)o1	-4.3	32.6%[activator]	?	?	?	25.1µM*	?	50.1µM*	?
C[C@@H]1NC(=O)[C@H](CCC(N)=O)NC(=O)c2cc([N+](=O)[O-])cc(I)c2NCC[C@@H](C(N)=O)NC1=O	-6.1	-1.1%	4.3%	i	0.7%	-35.3%	-0.1%	?	11.2µM*
CCCCNCCCOc1cccc(Cl)c1	-4.1	-6.8%	18.1%	-0.5%	-2.1%	-5.8%	-1.1%	6.2%	23.9%[12.7 µM]
COc1ccc(C(=O)CCC(=O)O)cc1	-0.9	-0.1%	23.4%	3.4%	-3.1%	-6.9%	-3.9%	-15.4%	-13.7%
CCOC(=O)c1c(CN2CCN(c3ccccc3)CC2)oc2cc(Br)c(O)cc12	-0.4	-4.3%	-6.5%	i	2.0%	50.1µM*	5.4%	?	50.1µM*
CN(c1ccccc1)S(=O)(=O)c1cccc(NC(=O)C2CCCO2)c1 (stereo unspecified)	-4.7	-3.4%	9.2%	1.5%	-10.8%	-19.9%	-15.4%	·	·
O=C1CCN(Cc2ccc(O)cc2)CCN1[C@H](CO)c1ccccc1	-1.8	-5.1%	29.4%	5.6%	-15.2%	-9.3%	24.0%	14.4%	·
CCc1c(C)nc(N)n2c(SCC(=O)Nc3ccccc3OC)nnc12	4.7	0.9%	23.4%	-3.2%	-0.3%	-11.0%	7.6%	5.0%	-5.7%[59 µM]
O=C(NCc1ccccn1)Nc1cccc(Cl)c1Cl	-3.6	-7.6%	38.1%	-3.3%	-7.9%	-4.3%	-1.0%	-1.1%	11.6%
CCCCNc1nnc(Cc2ccc(Cl)cc2)c(=O)[nH]1	12.7	-14.3%	4.8%	-8.6%	4.7%	-30.1%	-4.8%	?	?
Cc1ccc(NC(=O)C2=NNC(=O)CC2)cc1S(=O)(=O)Nc1ccc(SC(F)F)cc1	-2.9	-11.2%	20.3%	-1.6%	10.8%	-17.8%	-2.8%	-0.7%	12.0%[2.33 µM]
COc1ccc(C(=O)N2CC3(CC(c4cccc([N+](=O)[O-])c4)=NO3)C[C@H]2C(=O)NCC(N)=O)cc1 (stereo partly specified)	0.0	-2.1%	19.5%	-3.4%	0.6%	-28.2%	10.1%	5.5%[57.1 µM]	-28.4%
COc1ccc(CCNc2c(C)c(C)nc3ncnn23)cc1	8.7	0.3%	10.0%	-6.1%	9.1%	0.6%	-3.6%	-3.0%[57.1 µM]	5.5%
Cc1c(/C=N/NC(=O)c2ccccc2O)c2ccccn2c1C(=O)c1ccc(F)cc1	-4.6	-5.0%	19.0%	1.6%	41.0%[activator]	-24.2%	13.9%	-6.7%	0.1%[59 µM]
CSCCC(NC(=O)c1ccc(Cl)cc1)C(=O)OCC(C)=O (stereo unspecified)	-1.6	-21.5%	43.1%[activator]	-0.2%	-0.7%	-8.4%	-5.8%	-14.3%	10.3%
COc1ccc(OCCn2cc(C(=O)c3ccco3)c3ccccc32)cc1	-2.3	7.5%	24.1%	-9.9%	60.4%[activator]	-28.5%	-9.9%	-23.5%	-36.7%[59 µM]
COC(=O)c1ccc(CNC(=O)COC(=O)C2CC3C=CC2C3)cc1 (stereo unspecified)	-22.0	-1.5%[15.4 µM]	39.1%[activator]	4.3%	1.0%	4.3%	0.8%	2.6%	29.4%[12.7 µM]
Cc1nc(CSc2ccc(Cl)cc2)cc(NCc2ccccc2)n1	1.9	-6.5%	35.4%[activator]	i	-2.1%	-0.8%[57.1 µM]	2.5%	23.5%	64.1%[activator]
COc1ccc(/C=C2/N=C(SCC(=O)Nc3cc(C)on3)N(c3ccccc3)C2=O)cc1	-0.5	-13.3%	30.9%	-2.0%	26.4%	-3.4%	-2.6%	6.1%	17.1%
Cc1cc([N+](=O)[O-])nn1CC(=O)N(C)C1CCCCC1	1.8	-7.1%	3.4%	10.7%	-13.0%	-11.3%	16.6%	2.8%	19.6%
CN1CCN(/C=N/c2c(C#N)cnn2C)CC1	-6.5	2.3%	11.5%	-1.6%	-1.0%	-4.4%	-3.4%	6.0%	0.4%[12.7 µM]
COc1cc2c(cc1NC(=S)Nc1cccc3ccccc13)oc1ccccc12	2.4	-6.0%	?	-4.4%	0.1%	?	-0.3%	79.4µM*	?
CC(C)CCNC(=O)c1ccc2c(SCC(=O)O)c3c(nc2c1)CCCC3	3.7	?	12.4%	i	-19.5%	-17.9%	-9.4%	-0.1%	?

Compound activity from PubChem BioAssay.
